CHOP UPR activ: apoptotic UPR (CHOP) activation | CHO-CHOP luciferase reporter, luminescence; percent of tunicamycin response over DMSO baseline | activation, % at 10 µM | 330,000 tested, 0.34% active;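 active = at 10 µM dose, activation of 40% or more, normalized to positive control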;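 also: 100% = tunicamycin at 10 µg/mL and 0% = DMSO alone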
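System: CHO-CHOP luciferase reporter cell line; amount: 500 cells/well; buffer or medium: F12 medium containing 10% fetal bovine serum; incubation: 6 h compound exposure at 37 °C after overnight seeding; measured by: luciferase luminescence after 10 min with Steady-Glo reagent; evaluation: % reporter activation, DMSO baseline versus tunicamycin full activation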
XBP1 UPR activ: activators of adaptive arm of unfolded protein response (XBP1); CHO-XBP1 luciferase reporter, IRE1-XBP1 UPR activation, luminescence; percent of tunicamycin response, DMSO as zero; activation, % at 20 µM; 330,000 tested, 0.33% active;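 active = versus positive control, 20 µM dose yields 30% or more activation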;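 also: 100% = tunicamycin at 10 µg/mL and 0% = DMSO only wells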
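Material: IRE1-XBP1 luciferase reporter CHO line / Quantity: one thousand reporter cells per well / Buffer or medium: F12 with 10% serum / Compound: 20 µM single concentration, DMSO 1% / Times: 6 h treatment, 37 °C / Detection: Steady-Glo luciferase glow luminescence, 10 min after reagent addition / Benchmarks: tunicamycin high, DMSO low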
TIM10 inh: growth inhibitors of TIM10 yeast strain. AID 463195. 330,000 tested, 1.4% active. inhibition, % at 10 µM. S. cerevisiae TIM10 strain growth, BacTiter-Glo luminescence, 24 h;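 active = inhibition of 40% or more at the single tested concentration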;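 also: wild-type TIM10 isogenic control strain grown at permissive 25 °C; 0% = DMSO yeast wells and 100% = minimal medium wells without yeast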
tim23-1 inh: inhibits growth of tim23-1 mutant yeast | S. cerevisiae tim23-1 growth, BacTiter-Glo luminescence, 24 h | AID 463212 | 330,000 tested, 1.3% active | inhibition, % at 20 µM;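 active = growth inhibition of the mutant yeast at or above 50%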;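 also: temperature-sensitive mutant grown at 25 °C; plate controls were DMSO-treated mutant yeast for no effect and medium wells lacking yeast for full effect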
tim10-1 inh: inhibits growth of tim10-1 mutant yeast; S. cerevisiae tim10-1 ts strain growth, BacTiter-Glo, 24 h; inhibition, % at 20 µM; 330,000 tested, 2.2% active; AID 463190;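 active = inhibition of at least 40%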;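 also: mutant grown at 25 °C; 0% = DMSO wells with yeast and 100% = wells holding no yeast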
697 NFkB inh: inhibitors of the PMA/ionomycin-induced NF-kB reporter in 697 B cells. inhibition, % at 4 µM. 697 B-cell NF-kB luciferase reporter, 16 h. AID 435022. 330,000 tested, 0.33% active; in the data active = inhibition above about 35%
Jurkat NFkB inh: lowers PMA/ionomycin-induced NF-kB signal in Jurkat cells; AID 435003; PMA/ionomycin-induced NF-kB luciferase reporter, luminescence; inhibition, % at 4 µM; 330,000 tested, 0.53% active; in the data active = inhibition above about 50%
Mdm2-MdmX inh: inhibitors of human Mdm2/MdmX interaction; O15151+Q00987; SaOS-2 split-luciferase Mdm2/MdmX complementation, luminescence; inhibition, % at 8 µM; 330,000 tested, 3% active; AID 485346;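 active = inhibition of at least 50% at 8 µM in the primary screen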
Target sequence (O15151 whole entry, looked up): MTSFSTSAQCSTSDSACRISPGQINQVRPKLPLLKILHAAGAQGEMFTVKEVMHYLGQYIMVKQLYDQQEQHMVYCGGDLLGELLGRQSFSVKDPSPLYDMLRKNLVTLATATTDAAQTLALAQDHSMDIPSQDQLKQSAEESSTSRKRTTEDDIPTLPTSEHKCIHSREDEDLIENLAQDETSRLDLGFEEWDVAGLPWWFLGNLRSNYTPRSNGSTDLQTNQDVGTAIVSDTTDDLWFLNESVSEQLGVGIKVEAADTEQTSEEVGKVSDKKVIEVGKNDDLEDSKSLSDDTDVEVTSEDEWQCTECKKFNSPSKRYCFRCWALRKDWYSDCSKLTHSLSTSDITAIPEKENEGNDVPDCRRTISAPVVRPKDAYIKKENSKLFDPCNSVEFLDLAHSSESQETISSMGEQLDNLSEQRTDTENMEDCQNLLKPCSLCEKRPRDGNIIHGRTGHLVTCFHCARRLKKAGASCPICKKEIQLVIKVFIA
Target sequence (Q00987 whole entry, looked up): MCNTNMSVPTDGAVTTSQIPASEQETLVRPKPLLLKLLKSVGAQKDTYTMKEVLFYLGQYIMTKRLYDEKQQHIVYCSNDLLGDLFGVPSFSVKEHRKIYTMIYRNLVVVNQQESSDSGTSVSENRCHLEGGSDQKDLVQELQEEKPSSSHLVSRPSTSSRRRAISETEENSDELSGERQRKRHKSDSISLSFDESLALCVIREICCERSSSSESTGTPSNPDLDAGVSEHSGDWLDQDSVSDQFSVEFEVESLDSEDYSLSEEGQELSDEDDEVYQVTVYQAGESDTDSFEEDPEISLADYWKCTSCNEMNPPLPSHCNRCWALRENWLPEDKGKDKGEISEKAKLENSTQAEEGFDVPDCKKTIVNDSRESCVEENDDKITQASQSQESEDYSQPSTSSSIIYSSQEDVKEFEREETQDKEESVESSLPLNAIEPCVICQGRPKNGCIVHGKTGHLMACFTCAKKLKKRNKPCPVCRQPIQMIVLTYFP
Active calls of the source: *.

SMILES	CHOP UPR activ	XBP1 UPR activ	TIM10 inh	tim23-1 inh	tim10-1 inh	697 NFkB inh	Jurkat NFkB inh	Mdm2-MdmX inh
CCCCN1CC2([N+](=O)[O-])C=CC(=O)C([N+](=O)[O-])(C1)C2CC(=O)c1ccccc1 (centres undefined)	-0.8	-3	-7	22	14	-30	-11	12
O=C(Oc1ccccc1)N1CCN(c2ccc(F)cc2)CC1	-3.9	-3	8	20	15	13	-2	11
Nc1ccc(NC2C[C@@H](C(=O)O)NC2=O)cc1 (some centres undefined)	1.1	-2	11	7	13	15	10	4
Cc1ccc(-n2c(O)c(C=Nc3ccc4c(c3)OCO4)c3ccccc3c2=O)cc1C	-0.4	1	-6	-40	6	1	-3	40
O=c1[nH]c(-c2ccccc2)nn1-c1ccc(Br)cc1Br	0.4	-4	11	15	13	-8	12	-8
COc1ccc(-n2c(SCC(=O)Nc3ccc(NC(C)=O)cc3)nc3c([nH]c4ccccc43)c2=O)cc1OC	1.2	0	16	18	8	17	-10	38
NNC(=O)c1ccc(N2CCc3ccccc32)c([N+](=O)[O-])c1	0.4	-5	16	12	-22	31	-4	-16
Cc1occc1-c1nnc(SCC(=O)NCCc2ccccc2)n1C(C)c1ccccc1 (centres undefined)	-1.3	-3	21	16	31	-15	-1	10
CCCCNc1c(-c2cccc(-c3ccc(OC)cc3)c2)nc2ccc(C)cn12	-6.9	-8	2	-2	33	-11	2	99*
N=c1c2c3c(sc2ncn1Cc1ccccc1)CCCC3	0.1	-2	-4	1	-14	-3	-2	11
COC(=O)Nc1ccc(S(=O)(=O)N2CCCC(C(=O)Nc3cccc4c3OCCO4)C2)cc1 (centres undefined)	-1.8	-1	0	9	12	9	20	20
CC(C(=O)Nc1sc2c(c1C#N)CCCCC2)N1C(=O)c2ccccc2C1=O (centres undefined)	0.2	-3	11	27	8	14	8	4
CC(C)C[C@@H](CN=[N+]=[N-])N1CCN(C)CCC1=O	-0.3	2	-4	1	2	20	-7	13
Cc1cc(C)n(-c2cccc(CN(C)Cc3nc(-c4cnccn4)no3)c2)n1	0.1	-2	5	8	22	-1	16	-18
Cc1nc(CS(=O)(=O)c2ccc(Cl)cc2)sc1C(=O)O	-0.7	-3	-11	-16	-7	-1	-7	25
CCOC(=O)CN1C(=O)C(O)(c2c(C)[nH]c3ccccc23)c2ccccc21 (centres undefined)	-1.6	-1	29	22	25	24	9	24
Cc1ccc(C(=O)COC(=O)CCC(=O)Nc2cccc(Cl)c2)cc1[N+](=O)[O-]	1.0	-4	-4	5	-4	-5	2	-15
Cn1cc(C(=O)c2ccc(Cl)cc2Cl)cc1C(=O)N/N=C(\N)COc1ccc(F)cc1	-2.9	2	17	-2	19	21	9	37
COc1ccc(CCNC(=O)c2ccc(Cl)c(S(=O)(=O)N3CCCCCC3)c2)cc1	-3.9	-5	-1	9	10	-11	11	19
O=C(Nc1cccc(Cl)c1)N1CCN(C/C=C/c2ccccc2)CC1	-0.9	-4	12	31	20	13	20	16
CC12CN(NC(=O)c3ccc(Cl)cc3)C3(C#N)CC1CCC23C (centres undefined)	1.0	-2	3	32	36	27	-4	8
Cn1cc(CNC(=O)c2cc(COc3ccc4c(c3)CCCC4)on2)cn1	1.0	-2	8	3	14	-28	3	2
COC(=O)[C@@H]1Cc2c([nH]c3ccccc23)C(C)N1C(=O)c1ccccc1 (some centres undefined)	1.3	22	1	16	9	-17	26	28
OCCC1CN(Cc2cccc(-n3cccn3)c2)CCN1Cc1ccccc1 (centres undefined)	2.0	1	-4	1	-5	0	11	7
Cn1c(SCC(=O)Nc2ccc(Cl)cc2)nc(O)cc1=O	0.0	-3	-1	15	13	16	-19	5

Single records, from the list above. Order of screens: CHOP UPR activ, XBP1 UPR activ, TIM10 inh, tim23-1 inh, tim10-1 inh, 697 NFkB inh, Jurkat NFkB inh, Mdm2-MdmX inh
COC(=O)[C@@H]1Cc2c([nH]c3ccccc23)C(C)N1C(=O)c1ccccc1 (some centres undefined) as listed: 1.3, 22, 1, 16, 9, -17, 26, 28
O=C(Oc1ccccc1)N1CCN(c2ccc(F)cc2)CC1 as listed: -3.9, -3, 8, 20, 15, 13, -2, 11
Cn1cc(CNC(=O)c2cc(COc3ccc4c(c3)CCCC4)on2)cn1 as listed: 1.0, -2, 8, 3, 14, -28, 3, 2
Cn1c(SCC(=O)Nc2ccc(Cl)cc2)nc(O)cc1=O as listed: 0.0, -3, -1, 15, 13, 16, -19, 5
CCOC(=O)CN1C(=O)C(O)(c2c(C)[nH]c3ccccc23)c2ccccc21 (centres undefined) as listed: -1.6, -1, 29, 22, 25, 24, 9, 24

Additional entries
SMILES	CHOP UPR activ	XBP1 UPR activ	TIM10 inh	tim23-1 inh	tim10-1 inh	697 NFkB inh	Jurkat NFkB inh	Mdm2-MdmX inh
Cc1cccc(NC(=O)CCSc2ccccc2)c1C	0.7	-1	3	24	23	3	-11	-22
Cn1c(=O)c2c(nc(CN3CCc4ccccc4C3)n2Cc2ccccc2)n(C)c1=O	-0.4	-3	26	24	23	9	18	4
O=C(NCc1ccco1)/C(=C/c1ccc(Cl)cc1)NC(=O)c1ccco1	-0.2	-4	-2	4	5	0	-8	15
CC(=O)N1CCN(S(=O)(=O)c2ccc(F)c(Cl)c2)CC1	0.3	-3	-16	3	-3	0	6	15
O=C(CSc1nc2sc3c(c2c(=O)[nH]1)CCCC3)NCCO	1.3	3	3	25	0	-32	-12	-25
COCc1c(C(=O)Nc2ccc3nc(N4CCOCC4)sc3c2)oc2ccccc12	1.5	-1	16	35	15	-2	-7	21
c1ccc(-c2noc(CN3CCN(C(c4ccccc4)c4ccccc4)CC3)n2)cc1	0.5	-5	29	19	45*	-10	3	16
CCn1c(SCC(=O)N2CCc3ccccc32)nnc1-c1ccncc1	-1.1	-1	-29	8	12	1	8	5
COc1ccc(/C=C2\SC(=O)N(CCNC(=O)C3=COCCO3)C2=O)cc1	1.3	1	-14	3	-10	-184	34	-4
CCC(CO)Oc1cc(NC(=O)c2ccc(N)cc2)c2ncn(C(C)C)c2c1 (centres undefined)	0.3	0	0	-3	3	8	6	13
Cc1ccc(C(=O)C2=C(O)C(=O)N(CCN3CCOCC3)C2c2ccccn2)o1 (centres undefined)	1.7	-2	-4	6	-1	15	10	1
Cc1ccc(S(=O)(=O)N/N=C\c2cn(CC(N)=O)c3ccccc23)cc1C	-0.3	-3	0	11	0	-11	-3	52*
O=C(CSc1nnc(C2CC2)n1-c1ccccc1)NC1CCS(=O)(=O)C1 (centres undefined)	-1.1	0	6	-5	-14	-20	-11	2
Cn1nc(C(=O)NC2CCCc3ccccc32)ccc1=O (centres undefined)	-3.1	-2	-12	4	4	5	0	-2
CCC(C)NC(=O)c1ccccc1-c1ccccc1C(=O)NC(C)CC (centres undefined)	0.3	4	-3	7	-6	-1	-8	1
COc1ccc(C(C#N)N2N=C(C)CC2c2ccccc2)cc1OC (centres undefined)	2.9	-4	5	13	6	11	2	10
O=C1OC(/C(=C\Nc2ccc(F)cc2F)[N+](=O)[O-])c2ccccc21 (centres undefined)	-0.9	-4	-19	17	-1	-7	2	-14
COC(=O)c1sc(S(=O)(=O)NCc2ccccc2)c(C(=O)OC)c1C	-1.8	-3	13	14	18	11	-12	22
COc1ccc(-c2ccc3c(c2)S(=O)(=O)c2cccc(C(=O)NC4CC4)c2C3=O)cc1OC	9.7	1	-23	-14	-9	13	8	72*
CCn1cc(C(=O)NCCc2ccccc2C)c(=O)c2ccc(C)nc21	0.4	-5	-16	14	-19	5	-3	0
Cc1ccc2nc(Nc3nc(C)cc(-c4ccccc4)n3)[nH]c(=O)c2c1	7.3	31*	9	-15	-1	20	13	38
Cc1ccc(C)c(NS(=O)(=O)c2ccc3[nH]c(=O)[nH]c3c2)c1	0.9	1	-3	-2	-10	24	4	5
O=C(NCc1nnc2c(C(F)(F)F)cc(Cl)cn12)c1ccc(Br)o1	-0.2	-2	9	13	23	6	-3	32
COCC(=O)N(Cc1cc2ccc(C)c(C)c2n2nnnc12)C1CCCC1	-1.0	8	9	23	22	-5	12	28
C=CCNC(=O)CN(c1ccc(F)c(Cl)c1)S(C)(=O)=O	-1.5	-1	-4	-6	-3	-22	-2	6

Printed as active in XBP1 UPR activ (from the list above):
SMILES | XBP1 UPR activ | tim10-1 inh | 697 NFkB inh | Jurkat NFkB inh | Mdm2-MdmX inh
Cc1ccc2nc(Nc3nc(C)cc(-c4ccccc4)n3)[nH]c(=O)c2c1 | 31* | -1 | 20 | 13 | 38

New compounds follow
SMILES	CHOP UPR activ	XBP1 UPR activ	TIM10 inh	tim23-1 inh	tim10-1 inh	697 NFkB inh	Jurkat NFkB inh	Mdm2-MdmX inh
O=C(Nc1ccc(Cl)cc1)N(Cc1cccnc1)Cc1ccco1	-0.7	-1	3	6	-31	0	-3	-6
CCn1cc(C(=O)N[C@H](C)c2ccccc2)c(=O)c2cc(F)c(N3CCN(C)CC3)cc21	1.5	2	10	16	15	-12	-19	22
Nc1nnc(SCC(=O)NNC(=O)c2ccc(F)cc2)s1	1.6	-1	-5	-6	-6	22	2	2
CCCOc1ncnc2c1[nH]c1ccccc12	2.2	4	48*	34	2	-9	-6	-9
CC(=O)Nc1ccc(S(=O)(=O)Nc2nc(CN3CCOCC3)nc3sc4c(c23)CCCC4)cc1	0.3	1	14	12	12	17	2	17
CCOc1ccc(NS(=O)(=O)c2ccc(NS(=O)(=O)c3cccs3)cc2)cc1	2.0	0	4	10	-14	24	10	-11
CC1CCCCC1NC(=O)CSc1nnc(COc2ccc(Cl)cc2)o1 (centres undefined)	3.3	3	3	9	5	5	6	15
O=C(NC(=S)Nc1ccc(S(=O)(=O)N2CCOCC2)cc1)c1ccccc1[N+](=O)[O-]	0.0	-2	-3	0	13	-42	-23	-12
CC(=O)Nc1cc(C(=O)OCC(=O)c2ccccc2)ccc1C	4.2	0	-6	0	16	-70	-45	11
Cc1cccnc1NC(=O)c1cccc(S(=O)(=O)N2CCN(c3ccccc3)CC2)c1	0.5	0	16	19	11	2	8	-7
Cc1oc(-c2cccc(Cl)c2)nc1CS(=O)(=O)CC(=O)NC1CCCC1	1.0	-3	10	13	14	-25	1	2
C[C@H](CO)N1C[C@H](C)[C@@H](CN(C)S(=O)(=O)c2ccc(F)cc2)Oc2c(NS(=O)(=O)c3ccc(F)cc3)cccc2C1=O	0.9	-1	12	18	0	-24	1	18
Cc1ccc(N/C=C2\C(=O)C3(C)CCC2C3(C)C)cc1C (centres undefined)	-0.8	-1	-5	15	-4	14	8	3
COc1ccc(-n2ncc(Cl)c(Cl)c2=O)cc1	50*	-7	-15	-1	-1	-5	28	100*
CCCCN1C(=S)SC(C)(C)C1/[N+]([O-])=C/c1cccnc1 (centres undefined)	1.4	0	9	4	14	16	7	14
CN(CC(=O)Nc1ccc(F)c(F)c1F)C(=O)CC1CCCCC1	-0.5	-1	1	22	-20	14	9	2
COCc1nnc(NS(=O)(=O)c2ccc(Cl)cc2)s1	0.9	-5	-4	-3	-19	-8	-3	5
CCN(CC)S(=O)(=O)c1ccc(C(=O)NC(=S)N(CCC#N)Cc2cccnc2)cc1	0.3	-2	15	-4	5	-18	4	12
COc1ccc(OC)c(C(=O)/C=C/c2cccnc2)c1	9.3	-6	42*	33	48*	10	26	68*
O=C(CNS(=O)(=O)c1ccccc1)N1CCCC1	1.8	-1	9	9	8	3	-1	14
Cc1cc(C)n(CC(=O)N2CCCC(N3CCN(c4cccc(C(F)(F)F)c4)CC3)C2)n1 (centres undefined)	0.0	-3	2	-2	-12	-4	3	14
COc1ccc2c(c1)OC[C@H]1[C@H]2N2C(=O)CN(C)C(=O)[C@@]2(C)[C@H]1c1ccccc1	-0.2	2	6	11	7	7	15	10
CCc1cc(=O)oc2cc3oc(C)c(C)c3cc12	1.0	8	23	18	19	-1	-2	18
C=CCn1c(C(C)(C)C)nc2ccccc21	-0.4	-5	14	13	5	27	12	-22
